# L3MBTL1 inh: inhibitors of human L3MBTL1 | Q9Y468 | AlphaScreen L3MBTL1–H3K9me1 peptide binding | Potency, µM (highest dose often 57.1 µM), for inactives: at the highest dose activity, negative = inhibition, usual class: inhibitors | 230,000 compounds, 0.66% hits; also: nearly all actives have a fitted effect of over 60% in size
#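 L3MBTL1 (50 nM) pre-complexed 30 min with biotinylated H3(1-15)K9me1 peptide (75 nM), then compounds added for 30 min at room temperature; AlphaScreen streptavidin donor/nickel chelate acceptor beads (10 ug/mL final) read after 30 min dark incubation.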
# KDM4E inh: JMJD2E (human) inhibition | B2RXH2 | JMJD2E catalytic domain, FDH-coupled NADH fluorescence (FDH is formaldehyde dehydrogenase) | Potency, µM (highest dose often 57.1 µM), without a hit: top-dose activity change, negative = inhibition, actives largely listed as inhibitors | 230,000 compounds, 1.6% hits; active = well fitted inhibition curve with a large enough effect, not every such curve was filed as active; inconclusive = small, poorly fitted or top-dose-only effect, or another doubt; inactive = no such curve, though single readings can be large or run the other way;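 also: 0% = wells with enzyme and -100% = buffer wells without enzyme; nearly all actives have a fitted effect of over 50% in size; many of its hits are not listed in these tables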
# Target sequence (B2RXH2 1-337 limits assumed): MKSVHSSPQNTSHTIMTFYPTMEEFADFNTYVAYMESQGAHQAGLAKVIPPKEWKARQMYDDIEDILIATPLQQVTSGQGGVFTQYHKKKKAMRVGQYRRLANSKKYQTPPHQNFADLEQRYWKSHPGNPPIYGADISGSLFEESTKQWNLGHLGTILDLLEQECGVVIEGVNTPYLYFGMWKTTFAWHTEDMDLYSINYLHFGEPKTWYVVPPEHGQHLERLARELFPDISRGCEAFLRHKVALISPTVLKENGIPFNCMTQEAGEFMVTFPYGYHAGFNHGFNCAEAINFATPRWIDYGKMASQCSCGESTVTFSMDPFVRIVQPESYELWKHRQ
# TexasRed fluor: Texas Red fluorescence interference in TRb-SRC2 counter-screen; Potency, µM (titrated, usually from 106 µM), for the others: at the highest dose fluorescence change, negative = quenching; TRb/SRC2 Texas Red total fluorescence interference; 280,000 compounds, 0.29% hits; active = well fitted curve in either direction with a large enough effect; inconclusive = small, poorly fitted or top-dose-only effect
#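 Flags fluorescent or light-absorbing compounds by total fluorescence, S + 2P, at 555 nm excitation and 632 nm emission. Mixture: 20 nM Texas Red SRC2 peptide, 0.6 uM human TRb LBD, 1 uM T3, 5% DMSO; compound exposure 5 h at ambient temperature.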
# TRb-SRC2 inh: inhibitors of human thyroid hormone receptor beta-SRC2 interaction. P10828. TRbeta-SRC2 peptide binding, fluorescence polarization; receptor liganded with 1 µM T3. Potency, µM (titrated, usually from 106 µM), without a hit: at the top dose activity change, negative = inhibition, most hits filed as inhibitors. 280,000 compounds, 0.065% hits;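 also: plate controls were bound peptide for no effect and peptide without receptor for full effect; nearly all actives have a fitted effect of over 50% in size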
#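 Binding of a 20-amino-acid Texas Red SRC2 peptide (20 nM) to TRb ligand-binding domain (0.6 uM) with agonist T3 at 1 uM was followed by fluorescence polarization after a 5 hr room-temperature incubation.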
# GoLoco inh red: blocks human Gai1 binding to RGS12 GoLoco peptide, red readout; P63096; Gai1:RGS12 GoLoco peptide FP, rhodamine, 10 min; Potency, µM (titrated, usually from 61.6 µM), for inactives: at the top dose activity, negative = inhibition, actives largely listed as inhibitors; 230,000 compounds, 0.44% hits; AID 880; active = well fitted inhibition curve with a large enough effect, not every such curve was filed as active; inactive = no such curve, though single readings can be large or run the other way; also: nearly all actives have a fitted effect of over 30% in size; many of its hits are not listed in these tables
# Target sequence (P63096 whole entry, looked up): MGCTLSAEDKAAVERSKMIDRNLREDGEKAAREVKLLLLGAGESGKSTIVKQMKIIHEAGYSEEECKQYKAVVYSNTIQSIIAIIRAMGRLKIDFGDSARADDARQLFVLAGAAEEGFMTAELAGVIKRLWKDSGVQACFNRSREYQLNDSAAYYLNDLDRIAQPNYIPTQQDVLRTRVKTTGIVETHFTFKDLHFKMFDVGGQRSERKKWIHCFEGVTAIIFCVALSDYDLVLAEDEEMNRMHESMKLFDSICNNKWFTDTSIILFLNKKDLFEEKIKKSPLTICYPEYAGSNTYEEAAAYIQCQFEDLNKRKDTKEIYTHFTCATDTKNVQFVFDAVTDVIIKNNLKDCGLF
# Tau FP inhib: tau fibrillization inhibition (FP) | P10636 | K18 P301L tau heparin fibrillization, Alexa594 FP, 6 h | Potency, µM (doses to about 57.7 µM), for inactives: at the highest dose activity, negative = inhibition, actives largely listed as inhibitors | 280,000 compounds, 0.39% hits | AID 1468; also: nearly all actives have a fitted effect of over 55% in size
# Target sequence (P10636 561-689 P618L limits assumed): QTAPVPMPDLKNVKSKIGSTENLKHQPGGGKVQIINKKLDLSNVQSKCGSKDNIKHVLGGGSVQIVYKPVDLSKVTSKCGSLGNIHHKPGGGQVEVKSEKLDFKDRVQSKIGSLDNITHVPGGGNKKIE
#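 Recombinant K18 P301L […], labeled with Alexa 594 at 0.24 uM over 15 uM unlabeled; heparin inducer 20 uM final; 37 C, 6 hr; FP endpoint.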
# Tau ThT inhib: tau fibrillization inhibition (ThT binding). Potency, µM (titrated, usually from 57.4 µM), inactives show at the highest dose activity, negative = inhibition, usual class: inhibitors. P10636. 270,000 compounds, 2.1% hits. AID 1460. recombinant tau K18 P301L (four-repeat tau fragment), heparin-induced fibrillization, ThT fluorescence; also: nearly all actives have a fitted effect of over 55% in size
#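 Heparin-induced fibrillization of the P301L-mutant K18 repeat-domain fragment of human tau was followed by ThT binding in quantitative high-throughput format.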
# RECQ1 helicase: blocks DNA unwinding by human RECQ1. RECQ1 DNA unwinding, red fluorescence kinetic read. P46063. 240,000 compounds, 0.54% hits. Potency, µM (series often up to 57.3 µM), inactives show at the top dose activity, negative = inhibition, hits mostly inhibitors;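 also: plate controls were vehicle for no effect and no enzyme for full effect; nearly all actives have a fitted effect of over 30% in size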
#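 50 nM RECQ1T1 preincubated 15 min with compound in Tris pH 8.0 buffer with MgCl2, DTT, Tween-20 and 2.5 ug/ml poly(dI-dC); started with 200 nM TAMRA/BHQ-2 forked duplex and 2 mM ATP. Unwinding read as fluorescence (525/598 nm), two reads 2 h apart.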
# * = called active by the depositor; i = inactive; ? = inconclusive; . = not tested or not shown; & = joins results of further samples; [ ] = dose if it differs, or a comment. Unless noted, calls follow the shape of the dose curve; as a rule, active = well fitted curve in the direction sought with a large enough effect; inconclusive = small, poorly fitted or top-dose-only effect, or another doubt; inactive = no such curve, though single readings can be large; an effect the other way counts as inactive or inconclusive. Unless noted, % is scaled to controls: 0 for no effect and ±100 for the full control effect; potency is read from the fitted curve at half-maximal effect. This is a subset, so the mix of outcomes need not match the whole.
SMILES,L3MBTL1 inh,KDM4E inh,TexasRed fluor,TRb-SRC2 inh,GoLoco inh red,Tau FP inhib,Tau ThT inhib,RECQ1 helicase
CCNc1nc(NCC)n2c(SCC(=O)Nc3ccccc3)nnc2n1,8%,25%,-3%,-4%,-8%,-3%,-2%,i
COC(=O)c1c(N2C(=O)CC(Sc3ncccc3C(=O)O)C2=O)sc(C)c1C (stereo not given),.,?,-1%,7%,-11%,-2%,.,-5%
Cc1ccc(NS(=O)(=O)c2ccc3[nH]c4c(c3c2)CCCCCC4)cc1C,.,.,0%,-2%,.,-1%,1%,.
CCc1ccc(-n2c(=O)c3cccnc3n2CC(=O)N(CC)c2cccc(C)c2)cc1,.,.,0%,-1%,.,5%,?,.
COc1ccc(S(=O)(=O)N(C)CC(=O)N2CCCCCC2)cc1OC,5%,1%,1%,-16%,-12%,2%,4%,-9%
C[C@H]1Cc2c(COc3ccccc3)nc3c(c2CO1)CN(C(=O)C1CC1)CC3,.,3%[11.4 µM],-1%[11.2 µM],2%[11.2 µM],7%[14.2 µM],-2%[11.6 µM],-2%[11.5 µM],-8%[11.5 µM]
Cc1cc2cc(CNS(=O)(=O)c3ccccc3)ccc2n1C,.,-18%,50µM*[fluorescent],45µM*,-16%,-1%,?,?
Oc1c(C(c2cccs2)N2CCN(c3ccc(F)cc3)CC2)sc2ncnn12 (stereo not given),.,-1%,-2%,0%,1%,0%,-18%,-15%
COCCSc1ccccc1C(=O)Nc1ccc2c(c1)OCCO2,.,10%,-1%,0%,-3%,8%,-4%,-8%
O=C(NCc1ccco1)C1CCN(S(=O)(=O)Cc2ccccc2)CC1,-17%,3%,-1%,-9%,0%,-9%,-8%,8%
Nc1[nH]n2c(=O)c3c(nc2c1N=Nc1ccccc1)CCCC3,-3%,6%,-3%,6%,0%,1%,4.5µM*,-15%
COCCNc1nc(C)c(C(C)=O)s1,8%,-8%,-1%,9%,5%,0%,-1%,-1%
N#Cc1ccc(Cl)cc1NC(=O)COC(=O)[C@H](CCC(N)=O)NC(=O)c1ccc(F)cc1,-3%,8%,3%,-6%,1%,4%,-2%,3%
Cc1ccc(CNC(=O)CCNS(=O)(=O)c2ccc3c(c2)oc(=O)n3C)cc1,.,.,-2%,0%,.,-2%,7%,.
CC1CCCN(C(=O)c2ccc(COc3ccccc3Br)cc2)C1 (stereo not given),.,-2%,-1%,0%,2%,3%,?,-7%
CNc1c([N+](=O)[O-])cnn1-c1cccc(Cl)n1,18%,7%,6%,5%,5%,5%,9%,i
COc1ccccc1-n1c(SCC(N)=O)nc2sc3c(c2c1=O)CCC3,-18%,6%,0%,1%,6%,-1%,-4%,-10%
CCOc1ccc(N2C(=O)CC(Sc3ncccn3)C2=O)cc1 (stereo not given),3%,2%,1%,10%,8%,6%,-12%,-15%
COc1ccc(N=Cc2sc3ccccc3c2Cl)cc1,-4%,-29%,2%,4%,10%,0%,?,i
S=c1[nH]nc(-c2cccnc2)n1/N=C/C=C/c1ccccc1,-8%,?,-3%,1%,3%,-2%,-7%,7%
O=C(O)CCCCCN1C(=O)/C(=C\c2ccncc2)SC1=S,7%,?,2%,9%,1%,10%,?,-9%
COc1cccc(Nc2c3c(nc4c(-c5ccccc5)c(C)nn24)CCC3)c1,31%[activator],?,-1%,2%,7%,13%,?,-9%
COc1ccc(OC)c(NC(=O)COC(=O)/C=C/c2ccccc2Cl)c1,3%,-7%,-19%,0%,3%,-13%,-7%,-5%
CSc1nnc(Cc2cc(=O)[nH]c(=O)[nH]2)n1-c1cccc(C)c1,-7%,0%,-1%,-16%,3%,3%,-5%,-2%
COc1ccc(C2OCC3(CO2)SC(=O)NC3=O)cc1 (stereo not given),1%,3%,-3%,2%,-3%,-4%,3%,4%

# Further structures follow.
SMILES,L3MBTL1 inh,KDM4E inh,TexasRed fluor,TRb-SRC2 inh,GoLoco inh red,Tau FP inhib,Tau ThT inhib,RECQ1 helicase
CCN(CC)c1cc(C)c2cc(NC(=O)c3cc(OC)cc(OC)c3)ccc2n1,.,.,-3%,0%,.,?,?,.
Cc1ccc(NC(=O)CN(C)CC(=O)Nc2cccc(F)c2)cc1[N+](=O)[O-],-14%,-7%,-1%,0%,8%,12%,-13%,-9%
CS(=O)(=O)N(CC(=O)N1CCN(Cc2ccccc2)CC1)Cc1ccccc1,9%,3%,-2%,-7%,2%,4%,-10%,1%
Cc1ccc(CS/C(Nc2ccccc2C)=C(\C#N)C(=O)NCc2ccco2)c(C)c1,31%[activator],-12%,2%,-18%,1%,1%,-4%,-5%
CCSc1ncc(Cl)c(C(=O)Nc2ccc(S(=O)(=O)N3CCCCC3CC)cc2)n1 (stereo not given),.,.,-2%,1%,.,?,0%,.
CCn1cc(S(=O)(=O)c2ccc(C)cc2C)c(=O)c2cc(F)c(N3CCCC3)cc21,.,.,-4%,-2%,.,-4%,-7%,.
COc1ccc(Cn2c(=O)[nH]c3cc(C(=O)NCCc4ccc(S(N)(=O)=O)cc4)ccc3c2=O)cc1,8%,-10%,-1%,6%,2%,?,-2%,-12%
O=C1CCCc2cc(S(=O)(=O)NCC3CCC(C(=O)Nc4ccccc4F)CC3)ccc2N1 (stereo not given),.,.,-2%,7%,.,-6%,0%,.
CC1(C)CNc2cc(N)ccc2S1,?,?,-2%,-14%,4%,?,16µM*,i
COC(=O)CCC(=O)Nc1cccc([N+](=O)[O-])c1,19%,9%,-3%,2%,-7%,-2%,-6%,-5%
CC(=O)OCc1c(C)cc(C)c(/C=C(/C#N)C(N)=O)c1C,-2%,-11%,0%,-5%,15%,-5%,-1%,i
O=S(=O)(c1ccc(Br)cc1)N1CCn2c(nc3ccccc32)C1,.,9%,2%,-2%,10%,?,-3%,-12%
COc1ccccc1Nc1c2c(nc3ccc(NC(=O)c4ccc(OC)c(OC)c4)cc13)CCCC2,.,.,-2%,0%,.,-17%,25µM*,.
COc1ccc2c(OC)cc(-c3ccccc3)nc2c1,20%,?,-1%,-4%,1%,-4%,-18%,-4%
Cn1nc(C(=O)Nc2ccccc2C#N)c2c1-c1ccccc1SC2,.,.,0%,7%,.,-8%,-15%,.
CCCCn1nnc(NC(=O)c2ccc(-c3cccc([N+](=O)[O-])c3)o2)n1,-5%,6%,-2%,-8%,11%,3%,?,14%
Cc1cc(C)c(NC(=O)Cn2nnc(C(=O)NCc3cccs3)c2N)c(C)c1,44%[activator],-1%,-3%&-6%,5%&-8%,14%,-13%&-8%,4%&-3%,-7%
Cc1ccc(S(=O)(=O)Nc2ccc3c(c2)nc(CCN2CCOCC2)n3C)cc1,-5%,-9%,1%,-5%,-2%,2%,0%,0%
Cn1nc(OC(=O)Nc2ccc(F)cc2)cc1C(F)(F)F,.,5%,-5%,1%,4%,4%,-7%,-6%
OCCN1CCN(Cc2cc(Br)cc(Br)c2O)CC1,.,9%,-1%,3%,4%,1%,-2%,-1%
Cc1cnc(NC(=O)CN2CCN(c3ccccc3F)CC2)s1,7%,?,0%,6%,-3%,-6%,-9%,i
COc1ccc(CN2CCN(CC=C(C)C)C(CCO)C2)cc1Cn1cccn1 (stereo not given),-1%,5%,-2%,5%,14%,-8%,-7%,-2%
COc1ccc(S(=O)(=O)NC2(C(F)(F)F)N=C3SCCN3C2=O)cc1 (stereo not given),2%,-4%,-6%,3%,8%,0%,-1%,-5%
CCCS(=O)(=O)N1CCC(C(=O)NCCN2CCC(Cc3ccccc3)CC2)CC1,5%,7%,1%,-2%,10%,1%,-8%,3%
CCC(=O)N1CCc2cc(Br)cc(S(=O)(=O)CCC(=O)NCc3ccc(F)cc3)c21,.,.,-1%,-7%,.,-2%,-10%,.

# No new results follow: entries from further up.
SMILES,L3MBTL1 inh,KDM4E inh,TexasRed fluor,TRb-SRC2 inh,GoLoco inh red,Tau FP inhib,Tau ThT inhib,RECQ1 helicase
CCCS(=O)(=O)N1CCC(C(=O)NCCN2CCC(Cc3ccccc3)CC2)CC1,5%,7%,1%,-2%,10%,1%,-8%,3%
CCC(=O)N1CCc2cc(Br)cc(S(=O)(=O)CCC(=O)NCc3ccc(F)cc3)c21,.,.,-1%,-7%,.,-2%,-10%,.

# (list continues)
SMILES,L3MBTL1 inh,KDM4E inh,TexasRed fluor,TRb-SRC2 inh,GoLoco inh red,Tau FP inhib,Tau ThT inhib,RECQ1 helicase
COc1ccc(OC)c(C(=O)CSc2nnc(-c3cccs3)n2C)c1,0%,-2%,0%,0%,5%,2%,?,i
Cc1[nH]c(=O)[nH]c(=O)c1/C=N/NC(=O)[C@H](C)N,?,?,-1%,7%,8%,2%,3%,-3%
CC(C)NCC(O)COc1ccccc1-n1cccc1 (stereo not given),.,.,0%,13%,2%,-6%,-4%,i
O=C(Nc1cc(C(F)(F)F)ccc1N1CCOCC1)c1ccc(Cl)nc1,.,-2%,-3%,-20%,26%,0%,4%,26%
Cc1ccc(C(=O)CSc2nc(C)cc(C)c2C(=O)Nc2cccc(C)c2)cc1,.,.,?,-5%,.,4%,-6%,.
CCCc1c(NC(=O)Nc2ccc(F)cc2)cnn1-c1ccc(Cl)cc1,-3%,1%,-1%,3%,8%,1%,?,-5%
CN(C)c1nc(N(C)C)nc(N2CC(=O)N(c3ccccc3)C2=N)n1,16%,0%,0%,1%,5%,0%,3%,-2%
CCOCCCNc1nc2c(C)cccn2c(=O)c1/C=C1\SC(=S)N(C(C)CC)C1=O (stereo not given),-10%,-11%,-8%,-6%,110%[activator],22µM*,?,-2%
CCC/C=C(\CCC)C(NP(=O)(c1ccccc1)c1ccccc1)c1ccc(C(F)(F)F)cc1 (stereo not given),.,-18%,1%,-4%,0%,9%,-7%,-5%
CC(=O)Nc1nc2c(c3c1c(=O)oc1ccccc13)CCCC2,.,?,-4%,-1%,-8%,9%,-4%,i
CS(=O)(=O)c1ccc(Cl)c(NC(=O)COC(=O)/C=C/c2cnc3ccccc3n2)c1,-3%,8%,-1%,0%,19%,-3%,-15%,-6%
O=C(COc1ccccc1)Nc1ccc(Cl)cc1Cl,32%[activator],2%,-3%,1%,-4%,-1%,-15%,-14%
OCC#CCSc1nnc(-c2ccccc2Br)o1,-12%,6%,0%,-6%,1%,3%,-5%,-6%

# High-throughput results (PubChem)
